Screening results deposited in PubChem by Emory University Molecular Libraries Screening Center.
14-3-3 PPI – modulators of 14-3-3 gamma protein binding, primary screen, biochemical, fluorescence polarization. 14-3-3 protein gamma (Homo sapiens), P61981. FP, 14-3-3gamma / TMR-pS259-Raf peptide binding. inhibition, % at 40 µM. 160,000 compounds, 0.19% hits; in the data active means inhibition above about 30%;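 further: 0% = protein plus tracer without compound and 100% = blank with tracer alone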
Target sequence (P61981 whole entry, looked up): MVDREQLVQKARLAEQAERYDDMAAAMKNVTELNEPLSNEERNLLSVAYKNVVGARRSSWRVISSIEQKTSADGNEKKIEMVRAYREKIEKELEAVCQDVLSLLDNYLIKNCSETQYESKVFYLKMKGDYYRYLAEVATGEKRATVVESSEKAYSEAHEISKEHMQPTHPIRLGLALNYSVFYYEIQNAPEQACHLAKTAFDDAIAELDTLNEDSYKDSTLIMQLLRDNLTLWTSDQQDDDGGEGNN
Active calls of the source: *; & = joins results of further samples. Only part of the results is shown. The share of hits here may be higher or lower than overall.

Structure	14-3-3 PPI
CCCCC(=O)Oc1ccc(C2Nc3ccc4ccccc4c3C3=C2C(=O)CCC3)cc1OC (stereo unspecified)	-9
O=C1c2ccccc2-c2c1c(-c1ccc3c(c1)OCO3)nc1ccc3ccccc3c21	-6
CC1(C)CC(=O)C2=C(C1)Nc1cc(C(=O)c3ccccc3)ccc1NC2c1cccs1 (stereo unspecified)	-4
O=c1cc(-c2ccc(Cl)cc2)[nH]n1-c1nc2ccccc2s1	-8
COc1ccccc1CN1C(=O)CN(C2CCCCC2)C(=O)C1c1cccc(Br)c1 (stereo unspecified)	-3
Nc1c2c(nc3ccccc13)N(c1ccccc1)CC2	-16
COc1ccc(CNC(=O)CCCCn2c(=O)[nH]c3ccccc3c2=O)cc1	-2
CC(=O)Oc1ccc(/C=c2\sc3ncnn3c2=O)cc1	-1
CC(=O)c1cccc(NC(=O)CCNS(=O)(=O)c2ccc3c(c2)CCN3C(C)=O)c1	2
Cc1cccc2cc(CN(Cc3nnnn3Cc3ccccc3)C3CCCC3)c(=O)[nH]c12	7
COc1cccc(-c2nc3sc4c(c3c(=O)n2CC(=O)C(C)(C)C)CCCC4)c1	-3
C=CCSc1nc2c(cc1C#N)CCC2	-6
COc1ccc(CN2C(=O)CC(C(=O)Nc3ccc(C(=O)O)cc3)SC2=Nc2ccccc2)cc1 (stereo unspecified)	-8
CC1CCCC(NC(=O)C2COc3ccccc3O2)C1C (stereo unspecified)	-3
COc1cccc(C(=O)Oc2ccc3c4c(c(=O)oc3c2)CCCC4)c1	-1
CCOc1ccc(N2C(=S)NC3CC2(C)Oc2ccc(Cl)cc23)cc1 (stereo unspecified)	2
COc1ccc(C2CC(=O)C3=C(C2)Nc2ccccc2NC3c2cc(OC)c(O)c(OC)c2)cc1 (stereo unspecified)	-4
COc1cc(C2C3=C(CC(C)(C)CC3=O)OC3=C2C(=O)CC(C)(C)C3)ccc1OCc1ccc(Cl)cc1	-13
CC1=C(C(=O)OC2CCCCC2)C(c2cc3c(cc2Br)OCO3)C2=C(CCCC2=O)N1 (stereo unspecified)	6
CCOC(=O)C1C(=O)CC(C)(O)CC1c1ccccc1 (stereo unspecified)	-8
COc1ccccc1-c1cc(C(F)(F)F)nc(S(=O)(=O)CCCC(=O)NC(C)C)n1	-5&-1
CCn1c(COc2cccc(C)c2)nnc1SCC(=O)Nc1cccc(C(=O)OC)c1	-5
CCOC(=O)c1cc2c(=O)n3ccccc3nc2n(CCOC)c1=NC(=O)c1cccc(Cl)c1	-8
CS(=O)(=O)Nc1cccc(C2=NN(S(=O)(=O)c3ccccc3)C(c3ccc(F)cc3)C2)c1 (stereo unspecified)	-203
C=Cn1c2ccccc2n2cc(-c3ccc(C)cc3)nc12	0
O=C(O)CCCn1c(=S)[nH]c2ccc(Br)cc2c1=O	-1
COc1ccccc1NC(=O)CNC(=O)c1ccccc1	-3
CCSc1nnc(-c2ccc(OC)cc2)o1	1
Cc1ccccc1C(=O)Nc1ccc2nc(NC(=O)c3ccccc3C)sc2c1	-20
Cc1cccc(N2CCN(C(=O)CCn3c(=S)[nH]c4cc5c(cc4c3=O)OCO5)CC2)c1C	-4
CC(Sc1nnc(-c2ccc(Cl)cc2)n1C)C(N)=O (stereo unspecified)	-8
CSc1nnc(-c2ccc(S(=O)(=O)N3CCCC3)cc2)n1C	-13
COc1cc(OC)c(C2SCCN2C(=O)c2ccc([N+](=O)[O-])cc2)cc1OC (stereo unspecified)	0
COc1ccc(OC)c(S(=O)(=O)N2CCCc3ccccc32)c1	-1&-13
CCCc1cc(=O)[nH]c(/N=C(\N)Nc2cc(Cl)ccc2OC)n1	-2
O=C(CSC1=Nc2ccccc2C2=NC(c3ccccc3)C(=O)N12)Nc1ccccc1F (stereo unspecified)	-44
N#Cc1nc(Cc2cccc3ccccc23)oc1N1CCC(C(N)=O)CC1	2
CCS(CC)=C1C(=O)NC(=O)N(C2CCCCC2)C1=O	-7
CCCC1(C)C(C#N)(C(=O)OC)C1(C#N)C(=O)OC (stereo unspecified)	-6
O=C(Nc1cc(C(F)(F)F)ccc1Cl)c1cc([N+](=O)[O-])nn1Cc1ccccc1	-20
O=C(CSc1nc2cc3c(cc2c(=O)n1Cc1ccco1)OCO3)NC1CCCC1	-4
O=C(CSc1nnc2c(n1)[nH]c1ccccc12)Nc1cccc2ccccc12	-19
COc1ccc(C(=O)Nc2nnc(-c3ccccc3)o2)cc1OC	7&-2
CN(C)c1ccc(C2N3CC4(C)CN2CC(C)(C3)C4O)cc1 (stereo unspecified)	-1
O=C(NCCn1cc(SCC(=O)N2CCCCCC2)c2ccccc21)c1ccc(F)cc1	-3
CCCc1ccc(OCC(=O)Nc2sc3c(c2C(N)=O)CCCCCC3)cc1	-17
C=CCn1cnc2c(c1=O)c1nc3ccccc3nc1n2-c1ccc(C)cc1	2
COc1ccc(OC)c(N2C(=N)/C(=C(/O)c3ccc(C)cc3)C(c3ccc4c(c3)OCO4)C3=C2CCCC3=O)c1 (stereo unspecified)	-36
CCn1c(CSc2nc(C)cs2)nc2cc(S(=O)(=O)N(C)C)ccc21	-20
CCOCCCn1c(=S)[nH]c2cc(C(=O)N3CCN(C)CC3)ccc2c1=O	-12
COc1ccc(C2NC(c3ccc(OC)c(OC)c3OC)C(C)C(=O)C2C)c(OC)c1OC (stereo unspecified)	-8
CCOc1ccccc1N1CCN(S(=O)(=O)c2ccc3c4c(cccc24)C(=O)N3)CC1	-13
COCCN(CCOC)C(=O)CCn1c(=O)oc2ccccc21	-6
CCOc1ccc(/C(O)=C2\C(=O)C(=O)N(c3nc(C)c(C(=O)OC)s3)C2c2cccc(Cl)c2)cc1C (stereo unspecified)	-45
CCCCOC(=O)C(CC)Sc1n[nH]c(=O)[nH]c1=O (stereo unspecified)	-2
CN(CCc1ccccn1)C(=O)c1ccc2c(=O)n(CC3CCCO3)c(=S)[nH]c2c1 (stereo unspecified)	5
NC(=O)c1ccc(Oc2ccc(C(N)=O)cc2)cc1	0
COc1cc2c(cc1NC(=O)C1CCCO1)oc1ccccc12 (stereo unspecified)	5
Cc1ccc(Cn2c(=O)c3ccccc3n3c(SCC(=O)N4CCCCC4C)nnc23)cc1 (stereo unspecified)	-8
O=C(Cn1c2ccccc2c(=O)c2cc([N+](=O)[O-])ccc21)Nc1ccc(F)cc1	-40

(more compounds)
Structure	14-3-3 PPI
COc1ccc(CNC(=O)CSCc2ccc(F)cc2)cc1	-58
CCOC(=O)CSc1nc2ncccc2[nH]1	-1
CC(C)CC(=O)Nc1cccc(-c2cn3ccsc3n2)c1	-3&-10
COc1ccc(Cl)cc1NC(=O)c1cc2n(n1)C(C(F)(F)F)CC(c1ccco1)N2 (stereo unspecified)	-26
COc1ccc(C2C(C(=O)Nc3ccc(OC)c(OC)c3)c3ccccc3C(=O)N2C2CCCCC2)cc1 (stereo unspecified)	-9
Cc1cc(C)nc(NS(=O)(=O)c2ccc(NC(=O)C3(c4ccc([N+](=O)[O-])cc4)CCCC3)cc2)n1	-1
O=C(NCc1cn2ccsc2n1)c1c(F)cccc1Cl	0
COc1ccc(CCNc2nc3ccccc3nc2NS(=O)(=O)c2ccc(Br)cc2)cc1OC	-4
Cc1cccc(N2CCN(C(=O)CCCCCn3c(=S)[nH]c4cc5c(cc4c3=O)OCO5)CC2)c1C	-15
CSc1nc2sc3c(c2c(=O)n1CCc1ccccc1)CCCC3	7
COC(=O)c1ccc(CSc2nnnn2Cc2ccccc2)cc1	3
COc1ccc(C2CC(c3ccc(Br)cc3)Nc3nc(N)nn32)cc1 (stereo unspecified)	2

A different layout for four compounds above:
COc1cccc(C(=O)Oc2ccc3c4c(c(=O)oc3c2)CCCC4)c1
  14-3-3 PPI = -1
CCOc1ccc(N2C(=S)NC3CC2(C)Oc2ccc(Cl)cc23)cc1 (stereo unspecified)
  14-3-3 PPI = 2
COc1ccc(C2CC(=O)C3=C(C2)Nc2ccccc2NC3c2cc(OC)c(O)c(OC)c2)cc1 (stereo unspecified)
  14-3-3 PPI = -4
COc1cc(C2C3=C(CC(C)(C)CC3=O)OC3=C2C(=O)CC(C)(C)C3)ccc1OCc1ccc(Cl)cc1
  14-3-3 PPI = -13

The listing continues.
Structure	14-3-3 PPI
O=C(NC1CCCC1)C1CCN(S(=O)(=O)c2cccc3nonc23)CC1	-40
C=CCc1cccc2cc(-c3nc4ccccc4s3)c(=O)oc12	0
CCC(=O)N1c2ccc(S(=O)(=O)NCc3ccccc3)cc2CC1C (stereo unspecified)	-9
C=CCn1c(SCC(=O)NCCCC)nc2scc(-c3ccco3)c2c1=O	-2
CC(=O)c1c(C)[nH]c(C(=O)OCn2nnc3ccccc3c2=O)c1C	-3
O=C(NCc1cccs1)c1ccc2c(c1)N(Cc1ccccc1Cl)C(=O)c1ccccc1S2	-1
Cc1cccc(C(=O)Nc2ccc(-c3nc4cc(C(C)C)ccc4o3)cc2)c1	-79
COc1cccc2c1OC1(C)CC2NC(=S)N1c1ccccc1C(F)(F)F (stereo unspecified)	-1
CCOc1ccc(C)cc1S(=O)(=O)NC1CCCCC1	0
COCCOC(=O)C1=C(C)NC(=O)NC1c1cc2c(cc1Br)OCO2 (stereo unspecified)	7
CN(CCCC(=O)Nc1ccncc1)S(=O)(=O)c1ccc(Cl)cc1	-5
O=S(=O)(N=C(Nc1ccccc1)c1ccc(F)cc1)c1ccccc1	-5
CC(=O)c1c(C)[nH]c(C(=O)COC(=O)CNS(=O)(=O)c2ccccc2)c1C	-4
CCCOc1ccc(Cc2nc(N)c(NC(C)=O)c(=O)[nH]2)cc1	-4
COc1cccc(NC(=O)N2CCN(c3ccc(C(F)(F)F)cn3)CC2)c1	2
CC(=O)C1=C(O)C(=O)N(c2ccc(F)cc2)C1c1ccc(C)cc1 (stereo unspecified)	-5
CCCCc1c(O)nc(SCC(=O)NCC2CCCO2)[nH]c1=O (stereo unspecified)	-3
COc1ccc(CN2CNc3c(c(=O)n(C)c(=O)n3C)C2)cc1	11
Cc1nn(C(C)(C)C)c(OC(=O)c2ccc(F)cc2)c1Sc1ccccc1	5
CCCNc1nc(N2CCOCC2)nc(N2CCOCC2)n1	2
O=C(CSc1nc2c(cnn2-c2ccc(F)cc2)c(=O)[nH]1)N1CCCCC1	-2
COc1ccc(C(=O)CSc2n[nH]c(C)n2)cc1	-6
CCC(C)OC(=O)C1=C(C)NC(=O)NC1c1cc(Br)c(O)c(OC)c1 (stereo unspecified)	-2
Cc1ccc(-c2nn(-c3ccccc3)cc2/C=C(\C#N)c2cccc(C#N)c2)o1	-6

Exported with the structure last: part of the list above.
14-3-3 PPI | structure
-6 | Cc1ccc(-c2nn(-c3ccccc3)cc2/C=C(\C#N)c2cccc(C#N)c2)o1
2 | COc1cccc(NC(=O)N2CCN(c3ccc(C(F)(F)F)cn3)CC2)c1
-4 | CC(=O)c1c(C)[nH]c(C(=O)COC(=O)CNS(=O)(=O)c2ccccc2)c1C
-3 | CCCCc1c(O)nc(SCC(=O)NCC2CCCO2)[nH]c1=O (stereo unspecified)

(continued)
Structure	14-3-3 PPI
CC(=O)NC1=NN(C(C)=O)C(C=Cc2ccccc2[N+](=O)[O-])S1 (stereo unspecified)	-5
CCOCCCNC(=O)CSc1ccccc1	-2
O=C(NCc1ccco1)Nc1cccs1	1
COc1cc2c(cc1OC)C(C(=O)NCCN(C)C)C(c1ccc(SC)cc1)N(C)C2=O (stereo unspecified)	-3
COc1ccc(Nc2ccc(N3C(=O)CC(C)C3=O)cc2[N+](=O)[O-])cc1OC (stereo unspecified)	-2
COc1ccc(-n2ccnc2SCC(=O)Nc2ccccc2C(F)(F)F)cc1	1
COCC(=O)Nc1nc2n(n1)C(c1ccccc1Cl)CC(c1ccc(OC)cc1)N2 (stereo unspecified)	8
N#Cc1cn(Cc2ccccc2)c2ccccc12	-4&-4
O=C(NCc1cccnc1)C1c2ccccc2C(=O)N1Cc1ccc2c(c1)OCO2 (stereo unspecified)	-1
CCN1CCN(c2ncnc3c2oc2nc(C(C)C)c4c(c23)CCC4)CC1	-1
Cc1ccc(C(=O)NC2CCCCC2)cc1	-3
CCOC(=O)c1c(C)[nH]c(C(=O)Nc2ccc3c(c2)OCO3)c1C	-8
COc1ccc(NC(=O)C(C)Oc2ccc(/C(C)=N\O)cc2)cc1 (stereo unspecified)	0
O=C(CSc1nc2ccccc2o1)Nc1ccccc1N1CCCCCC1	-3
Cc1ccc(CCNC(=O)c2cccc(N3C(=O)NC4CC3(C)Oc3ccccc34)c2)cc1 (stereo unspecified)	6
Cc1ccc2nc(-c3ccc(Br)o3)c(Nc3ccc4c(c3)OCCO4)n2c1	-8
O=C(c1ccc2c(c1)N(Cc1cccc(Cl)c1)C(=O)CS2)N1CCOCC1	-5
CCOC(=O)c1cnc2ccc(OCC)cc2c1Nc1ccccc1OC	-25
CCOC(=O)c1cccnc1SCC(=O)Nc1cccc(SC)c1	-9
S=c1[nH]nc(COc2ccc3c(c2)OCO3)n1-c1ccccc1	-2
CC(C)(C)NC(=O)c1ccc2c(c1)C(=O)N(c1ccccc1-c1ccccc1)C2=O	0
CCOC(=O)C1=CN(c2cc(C)ccc2C)C=C(C(=O)OCC)C1c1cccc(C)c1	-7
CCOC(=O)COc1cccc2c(=O)n(CC(=O)NCc3ccc4c(c3)OCO4)ccc12	-3
O=S(=O)(c1cccnc1)N1CCN(c2ccccc2Cl)CC1	-5
CC(N)C(=O)NC(Cc1ccc(O)cc1)C(=O)O (stereo unspecified)	-4
CC1(C)CC(=O)c2cc(OCC(=O)O)ccc2O1	2
